Rtt109 Vps75: C. albicans Rtt109 histone acetyltransferase inhibition; purified Rtt109/Vps75, ThioGlo CoA-SH fluorescence, 4 h; inhibition, % at 34.9 µM; 0.16% of 330,000 active;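 active = inhibition of at least 50% in every replicate; inconclusive = best replicate reaches 50% inhibition but some replicates fall short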
PfHsp90 yeast 2: growth inhibition of yeast expressing Plasmodium Hsp90 | 0.32% of 310,000 active | inhibition, % at 9.4 µM | S. cerevisiae expressing PfHsp90, BacTiter-Glo ATP, 48 h; yeast lacking PDR1 and PDR3 efflux regulators;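 active = every replicate shows inhibition above about 80%, whatever the replicate mean, limit read from the data; inconclusive = mean inhibition reaches the set limit but some replicate falls short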;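 note: 0% = DMSO neutral controls and 100% = 20 µM radicicol positive controls; yeast relying on Plasmodium falciparum Hsp90 in place of its own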
PvdQ acylase: P. aeruginosa PvdQ acylase inhibition; purified PvdQ acylase, fluorescence plate reader; inhibition, % at 10 µM; 0.063% of 340,000 active; AID 488965; in the data active = inhibition above about 30%, passing the limit was not always enough; inconclusive = no clear call, values can overlap the other calls;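 note: 0% = vehicle neutral wells and 100% = reference inhibitor wells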
dFosB act: mouse delta FosB homodimer activation | activation, % at 25 µM | purified delta FosB, TAMRA-CDK5 oligo fluorescence polarization; percent of positive-control signal above neutral wells | 0.99% of 340,000 active;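 active = mean activation above about 17%, with every replicate also reaching it, limit read from the data, passing the limit was not always enough; inconclusive = only one of the two conditions met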;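 note: fluorescence polarization rise as delta FosB binds a TAMRA Cdk5 AP-1 oligo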
Target sequence (P13346 whole entry, looked up): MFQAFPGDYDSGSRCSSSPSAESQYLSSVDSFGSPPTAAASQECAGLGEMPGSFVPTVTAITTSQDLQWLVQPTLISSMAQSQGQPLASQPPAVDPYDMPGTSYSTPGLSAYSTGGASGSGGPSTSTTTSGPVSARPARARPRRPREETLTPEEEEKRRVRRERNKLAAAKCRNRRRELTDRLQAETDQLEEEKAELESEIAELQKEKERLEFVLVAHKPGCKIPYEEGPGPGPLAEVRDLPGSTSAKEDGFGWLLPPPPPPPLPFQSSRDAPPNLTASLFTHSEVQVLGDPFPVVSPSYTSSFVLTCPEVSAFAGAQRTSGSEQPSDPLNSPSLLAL
MITF act: increases MITF-driven TRPM1 promoter luciferase signal; SK-MEL-5 TRPM1-promoter luciferase, 24 h; % of positive control, neutral wells = 0; activation, % at 12.5 µM; 0.75% of 300,000 active;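 active = mean activation of at least 80% with every replicate also reaching 80%; inconclusive = mean reaches 80% but some replicate falls short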;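 note: 0% = neutral control wells and 100% = parthenolide positive control wells; values of inactives mirror those of a sister screen read the other way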
CAL PDZ FP-1: blocks peptide binding to the human CAL PDZ domain; 0.92% of 300,000 active; AID 602252; purified CAL PDZ, TMR-peptide fluorescence polarization, 1 h; inhibition, % at 24.9 µM; Q9HD26;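 active = mean inhibition of at least 30% with at least half of replicates also reaching 30%; inconclusive = no clear call, values can overlap the other calls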;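 note: 0% = DMSO neutral control and 100% = excess unlabeled competitor peptide PRC23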
NSD2 inh: NSD2 (human) methyltransferase inhibition | O96028 | NSD2 peptide methylation, AlphaScreen, 120 min | inhibition, % at 12.5 µM | 0.54% of 310,000 active; in the data active = inhibition above about 50%
CAL PDZ FP-2: human CAL PDZ-peptide interaction inhibition; purified CAL PDZ, TMR-peptide fluorescence polarization, 1 h; inhibition, % at 20 µM; AID 504414; 0.02% of 330,000 active; Q9HD26;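 active = highest replicate inhibition of at least 40%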;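 note: plate controls were DMSO neutral control wells for no effect and unlabeled competitor peptide control wells for full effect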
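Control set: unlabelled peptide and DMSO controls / Material: purified CerCALP PDZ construct / Timing: 1 h incubation at room temperature before polarization reading / Doses: 20 µM, one dose / Detection: fluorescence polarization (mP)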
SR-BI DiI inh: blocks mouse SR-BI lipid uptake from DiI-HDL. ldlA[mSR-BI] CHO cells, DiI-HDL uptake fluorescence, 3 h. inhibition, % at 12.5 µM. 0.96% of 320,000 active;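 active = mean replicate inhibition of at least 70% and a set share of replicates each scoring 70 or more; inconclusive = meets just one of the two criteria; inactive = fails both criteria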;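 note: 0% = median of neutral control wells and 100% = median of positive control wells; values of inactives mirror those of a sister screen read the other way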
Target sequence (Q61009 whole entry, looked up): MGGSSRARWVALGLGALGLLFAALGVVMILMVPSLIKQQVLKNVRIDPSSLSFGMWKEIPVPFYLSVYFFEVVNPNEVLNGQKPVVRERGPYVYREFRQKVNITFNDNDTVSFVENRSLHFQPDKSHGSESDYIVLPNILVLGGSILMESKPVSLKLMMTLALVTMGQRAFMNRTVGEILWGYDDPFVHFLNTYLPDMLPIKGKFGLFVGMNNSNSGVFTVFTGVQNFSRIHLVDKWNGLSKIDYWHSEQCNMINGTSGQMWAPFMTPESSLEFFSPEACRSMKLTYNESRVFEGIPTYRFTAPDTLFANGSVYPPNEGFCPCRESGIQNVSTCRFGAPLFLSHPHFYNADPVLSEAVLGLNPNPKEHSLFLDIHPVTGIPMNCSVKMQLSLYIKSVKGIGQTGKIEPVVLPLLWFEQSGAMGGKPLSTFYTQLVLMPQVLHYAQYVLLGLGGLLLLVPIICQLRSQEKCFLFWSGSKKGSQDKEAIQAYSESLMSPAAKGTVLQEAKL
SR-BI DiI-HDL act: SR-BI HDL lipid transfer activation; CHO ldlA[mSR-BI] cells, DiI-HDL uptake fluorescence, 3 h; 100 = double the neutral-control signal; activation, % at 12.5 µM; 0.096% of 320,000 active; AID 504775;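 active = mean replicate activation of at least 60% and every replicate at or above 60%; inconclusive = mean or all-replicate condition met, but not both; inactive = mean below 60% and not all replicates reaching 60%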;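 note: 0% = median plate neutral-control signal and 100% = twice that signal; values of inactives mirror those of a sister screen read the other way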
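material = CHO ldlA[mSR-BI] cells | medium = Ham's F12 with 0.5% BSA, HEPES 25 mM, pH 7.4 | reagent = fluorescent DiI-HDL, 10 µg/mL final | compound dosing = single-point compound dose | incubation = 3 h, 37 °C | measured by = bottom-read fluorescence, 550/595 nm | measure = HDL uptake via cellular fluorescence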
The depositor's hits bear a star; u = inconclusive; x = no result given.

SMILES	Rtt109 Vps75	PfHsp90 yeast 2	PvdQ acylase	dFosB act	MITF act	CAL PDZ FP-1	NSD2 inh	CAL PDZ FP-2	SR-BI DiI inh	SR-BI DiI-HDL act
Cc1ccc(NC(=O)c2cc([N+](=O)[O-])ccc2NCc2cccnc2)cc1	x	x	-7	-1	x	-4	12	-1.5	-4	4
Cc1c(C(=O)NCc2ccccn2)oc2ccc(S(=O)(=O)N3CCC4(CC3)OCCO4)cc12	1	1	5	-2	1	-2	-11	0.6	11	-11
CN(C)c1ccccc1-c1csc(N2CCC(C(N)=O)CC2)n1	2	-19	-13	-4	97*	-1	x	-0.6	5	-1
COCCCNC(=S)N1CCN(Cc2ccc3c(c2)OCO3)CC1	-2	-2	0	-1	-3	-2	1	-1.0	-15	15
N#CCCN(Cc1cccnc1)C(=S)NCc1ccco1	1	-14	-14	-6	-4	3	0	19	-38	38
CCOc1ccc2nc(NC(=O)CSc3cn[nH]n3)sc2c1	-7	-3	-36	-11	37	-5	4	-1.4	20	-20
C=CCNC(=O)c1onc(CSc2ccc(C)c(C)c2)c1C(=O)O	-6	17	-14	-9	-6	-2	x	-0.4	-4	4
C=C(C)Cn1c(SCC(=O)O)nnc1-c1ccc(C(C)(C)C)cc1	2	11	-9	4	-13	-2	-1	-0.8	-15	15
Cc1ccc(NC(=S)NC(=O)C2CCCC2)c(Br)c1	1	-24	19	-4	97*	-4	x	-0.3	7	-7
Cc1ccc(C(=O)COC(=O)CCN2C(=O)C3C4CCC(C4)C3C2=O)cc1C (configuration not stated)	-3	5	-5	-5	1	-3	0	-0.9	0	0
O=C(CNC(=O)c1ccccc1)NCC(=O)OCC(=O)c1ccc([N+](=O)[O-])cc1	-3	-6	-3	-5	5	-2	-3	-3.0	-5	5
O=C(/C=C/c1cccc([N+](=O)[O-])c1)c1ccc([N+](=O)[O-])o1	0	125*	-11	0	-98	-4	x	-0.1	33	-33
COc1cc2c(cc1OC)C(Nn1cnnc1)=NC1(CCCC1)C2	-5	8	-4	-9	x	-2	-3	-2.8	-29	29
Cc1ccc(NC(=O)CSc2nc3[nH]c(=O)cc(O)c3s2)c(Br)c1	1	x	-20	-12	-2	5	-11	-1.3	-20	20
O=C(O)CN(Cc1ccco1)S(=O)(=O)c1ccccc1	-3	-3	-8	5	12	-2	-4	-0.1	-6	6
Cc1cc(C(=O)NNC(=O)C2CCCC2)c(C)o1	-2	8	-9	-7	5	-1	x	-0.3	-17	17
N#C/C(=C(/O)COc1ccccc1)c1nnc2n1CCCCC2	0	-3	-4	5	-8	x	-5	-0.2	-26	26
CC(=O)c1cc(-c2ccccc2)n(CC(=O)Nc2cc(C)cc(C)c2)c1C	2	0	0	33*	-4	1	1	0.6	-5	5
O=S(=O)(Nc1ccc(Cl)cn1)c1ccc2c(c1)OCCO2	-2	17	-16	-4	10	-3	-1	-0.8	-8	8
O=C(Nc1cccc2cccnc12)c1cccnc1	-19	-17	-15	-17	-5	-6	-4	-1.3	-17	17
CC1CN(Cc2ccc(C#N)cc2Cl)CC(C)O1 (configuration not stated)	4	-26	-5	4	8	-2	-4	0.3	-8	8
CN1CCN(S(=O)(=O)c2ccc(Br)c3ccccc23)CC1	11	3	4	0	x	-4	6	0.4	4	-4
CN(C)c1ccc(-c2nnn(CC(=O)Nc3ccccc3N3CCOCC3)n2)cc1	u	5	9	-4	10	2	27	1.5	9	-9
C=CCn1c(=NC(=O)c2cccc(N3C(=O)CCC3=O)c2)sc2cccc(OC)c21	-17	16	-12	-19	11	0	2	-1.4	x	x
N#C/C(=C1\CCCN1)c1nc2ccccc2c(=O)[nH]1	-6	-9	-10	2	-1	-4	-11	-0.4	9	-9
O=C(Nc1ccccc1F)C1CCCN(S(=O)(=O)c2cccc3cccnc23)C1 (configuration not stated)	13	-7	16	-3	-3	x	x	0.3	-7	7
COc1ccccc1N1CCN(C(=O)CSc2nc(C)c(Cc3ccccc3)c(=O)[nH]2)CC1	0	7	-4	-6	-16	-3	-4	-2.8	67	-67
Cc1ccccc1C(=O)N1CCN(c2ccc(NC(=O)c3cccs3)cc2)CC1	-7	-1	-9	-1	0	-5	2	-1.3	63	-63
O=C(CN1CCN(Cc2ccccc2)CC1)c1ccccc1	-5	6	-9	6	-9	-13	0	x	x	x
CC(C)CC1NC(=O)N(CC(=O)N2CCN(S(=O)(=O)c3ccc(Cl)cc3)CC2)C1=O (configuration not stated)	3	-13	-18	-8	-6	1	-2	1.3	21	-21
COc1cc(N2C(=O)c3ccccc3C2=O)c(Cl)cc1C(=O)OCC(=O)N1CCOCC1	-5	-3	19	-8	-7	0	-2	-2.1	1	-1
O=C(C[C@@H]1NS(=O)(=O)OC2CCCCC21)c1ccccc1 (some centres not stated)	-1	-13	4	3	7	0	x	0.3	-5	5
CCn1nc(C)cc1C(=O)OCC(=O)c1ccc(Cl)cc1	-4	-20	-20	-8	-6	x	6	0.0	9	-9
O=C(CSc1nc2ccccc2nc1N1CCCC1)Nc1ccc(F)cc1	6	8	-10	1	x	2	x	-0.4	11	-11
CCN(C(C)=O)c1cccc2ccccc12	5	-7	-2	-3	2	-2	0	0.5	3	-3
COc1ccccc1NC(=O)CSc1nnc(C)n1CC1CCCO1 (configuration not stated)	9	8	5	-2	-6	-2	-4	0.4	-45	45
COc1ccccc1C(=O)C1CCCN(C(=O)c2snnc2C)C1 (configuration not stated)	0	-5	-14	3	4	-1	-3	0.0	13	-13
O=C(COC(=O)CNS(=O)(=O)c1ccc(F)c(F)c1F)Nc1ccc(OC(F)F)cc1	-4	-21	-17	-2	-16	-4	2	-2.6	-13	13
CCN1CCc2c(sc(NC(=O)Cc3ccccc3)c2C(N)=O)C1	0	1	-6	-8	x	x	x	-0.5	-16	16
CCN(c1ccc(C(=O)CSc2nnc(C3CC3)n2C2CC2)cc1)S(C)(=O)=O	-4	14	-13	5	-4	-11	-4	0.6	8	-8
COc1cccc(C2(c3cccc(OC)c3)CC2C(=O)Nc2cccc3ccccc23)c1 (configuration not stated)	-4	-14	-7	-4	-7	10	-1	-0.3	18	-18
COc1ccc(NC(=O)N(C)C[C@H]2Oc3c(NC(=O)C4CCCCC4)cccc3C(=O)N([C@H](C)CO)C[C@@H]2C)cc1	1	-11	-4	0	-9	5	x	0.3	-3	3
O=C1C(=O)N(Cc2ccccc2)C(=O)N1CCOc1ccccc1	-4	-6	-11	-4	-7	5	3	-0.8	-24	24
CCCc1ccc(S(=O)(=O)N2CCN(C(C)C(=O)NC3CCCC3)CC2)cc1 (configuration not stated)	13	3	-17	-8	-1	-5	0	-0.9	-6	6
Cc1ccc(NC(=O)CN(C)C(=O)/C=C/c2cccs2)cc1	-4	-33	-7	-2	10	7	-2	-0.6	-26	26
CCOc1ccc(/C=N/Nc2cc(C)nc(N3CCOCC3)n2)cc1	4	-3	-21	-3	x	0	-4	0.1	52	-52
COc1ccc2nc(C3CCCCC3)nc(C3CCCCC3)c2c1	3	15	-12	-3	-12	0	x	0.3	23	-23
O=C(NNC(=O)c1ccc(Br)s1)NC1CCCCC1	3	13	-12	13	7	-1	-1	-0.5	-48	48
CCCc1cc(=O)oc2cc(OCC(=O)NCCc3c[nH]c4ccc(OC)cc34)ccc12	2	-27	-12	19*	5	-2	x	1.0	-16	16
Cc1ccc(NC(=O)C2=CC=CN3CCS(=O)(=O)N=C23)cc1	0	1	-12	-3	7	1	-1	-0.6	-12	12
CCCCCCn1c(=O)c(-c2ccccc2)c(O)c2ccccc21	4	x	9	0	-11	4	-1	0.4	26	-26
COc1ccc(CC(CN)c2ccccc2)cc1 (configuration not stated)	-1	-18	1	1	x	-4	0	-1.1	32	-32
CCN1CCC(C(N)=O)CC1	-1	x	4	2	12	11	-1	0.1	-25	25
Cc1ccc(S(=O)(=O)CCC(=O)OCC(=O)NC2CCS(=O)(=O)C2)cc1 (configuration not stated)	-4	-2	-2	0	10	-1	-3	-0.9	-6	6

An excerpt of these results, as comma-separated lines.
canonical_smiles,Rtt109 Vps75,PfHsp90 yeast 2,PvdQ acylase,dFosB act,MITF act,CAL PDZ FP-1,NSD2 inh,CAL PDZ FP-2,SR-BI DiI inh,SR-BI DiI-HDL act
O=C1C(=O)N(Cc2ccccc2)C(=O)N1CCOc1ccccc1,-4,-6,-11,-4,-7,5,3,-0.8,-24,24
CCCc1ccc(S(=O)(=O)N2CCN(C(C)C(=O)NC3CCCC3)CC2)cc1 (configuration not stated),13,3,-17,-8,-1,-5,0,-0.9,-6,6
Cc1ccc(NC(=O)CN(C)C(=O)/C=C/c2cccs2)cc1,-4,-33,-7,-2,10,7,-2,-0.6,-26,26
CCOc1ccc(/C=N/Nc2cc(C)nc(N3CCOCC3)n2)cc1,4,-3,-21,-3,x,0,-4,0.1,52,-52
COc1ccc2nc(C3CCCCC3)nc(C3CCCCC3)c2c1,3,15,-12,-3,-12,0,x,0.3,23,-23
O=C(NNC(=O)c1ccc(Br)s1)NC1CCCCC1,3,13,-12,13,7,-1,-1,-0.5,-48,48
CCCc1cc(=O)oc2cc(OCC(=O)NCCc3c[nH]c4ccc(OC)cc34)ccc12,2,-27,-12,19*,5,-2,x,1.0,-16,16
Cc1ccc(NC(=O)C2=CC=CN3CCS(=O)(=O)N=C23)cc1,0,1,-12,-3,7,1,-1,-0.6,-12,12
CCCCCCn1c(=O)c(-c2ccccc2)c(O)c2ccccc21,4,x,9,0,-11,4,-1,0.4,26,-26
COc1ccc(CC(CN)c2ccccc2)cc1 (configuration not stated),-1,-18,1,1,x,-4,0,-1.1,32,-32
CCN1CCC(C(N)=O)CC1,-1,x,4,2,12,11,-1,0.1,-25,25
Cc1ccc(S(=O)(=O)CCC(=O)OCC(=O)NC2CCS(=O)(=O)C2)cc1 (configuration not stated),-4,-2,-2,0,10,-1,-3,-0.9,-6,6
